EPAC1 antagonist = qHTS for Antagonist of cAMP-regulated guanine nucleotide exchange factor 3 (EPAC1): primary screen; Rap guanine nucleotide exchange factor 3 (Homo sapiens), O95398; AID 720709, 2013; Potency, µM (doses to about 115 µM), inactives show at the highest dose activity change, negative = inhibition, most hits filed as inhibitors; actives 0.14% (n = 360,000); EPAC1 GEF assay, Rap1b-BODIPY-GDP exchange fluorescence;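 further: plate controls were vehicle for no effect and positive control for full effect; nearly all actives have a fitted effect of over 50% in size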
Target sequence (O95398 whole entry, looked up): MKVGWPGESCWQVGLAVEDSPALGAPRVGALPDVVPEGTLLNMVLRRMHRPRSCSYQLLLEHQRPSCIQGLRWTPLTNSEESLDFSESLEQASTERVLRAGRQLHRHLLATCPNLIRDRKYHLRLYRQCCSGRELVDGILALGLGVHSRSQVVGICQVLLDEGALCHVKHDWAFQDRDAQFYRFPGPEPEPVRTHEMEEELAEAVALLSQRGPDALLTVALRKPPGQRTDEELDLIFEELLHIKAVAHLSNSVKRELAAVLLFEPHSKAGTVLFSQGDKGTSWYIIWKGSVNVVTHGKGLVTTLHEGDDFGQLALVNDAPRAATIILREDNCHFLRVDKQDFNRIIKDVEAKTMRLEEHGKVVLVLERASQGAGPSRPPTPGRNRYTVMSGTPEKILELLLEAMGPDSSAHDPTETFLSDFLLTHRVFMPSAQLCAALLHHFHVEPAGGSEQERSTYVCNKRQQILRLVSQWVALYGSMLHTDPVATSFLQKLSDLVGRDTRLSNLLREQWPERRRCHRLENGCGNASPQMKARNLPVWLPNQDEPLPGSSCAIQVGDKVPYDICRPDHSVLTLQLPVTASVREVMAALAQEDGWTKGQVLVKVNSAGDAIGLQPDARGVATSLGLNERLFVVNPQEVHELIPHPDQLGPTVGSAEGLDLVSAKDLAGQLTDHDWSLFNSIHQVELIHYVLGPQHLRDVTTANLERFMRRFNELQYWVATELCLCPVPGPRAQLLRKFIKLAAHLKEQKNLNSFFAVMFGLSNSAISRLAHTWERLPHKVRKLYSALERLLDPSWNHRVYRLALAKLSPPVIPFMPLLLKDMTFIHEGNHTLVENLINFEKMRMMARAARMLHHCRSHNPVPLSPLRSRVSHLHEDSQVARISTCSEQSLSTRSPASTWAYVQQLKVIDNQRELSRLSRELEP
aSyn rescue = qHTS of alpha-syn Inhibitors | Yeast expressing alpha-synuclein, growth rescue, BacTiter-Glo, 24 h | Potency, µM (series often up to 46.1 µM), for the others: at the highest dose growth rescue (activation), actives largely listed as activators | actives 0.14% (n = 370,000); further: % of control where 0% means no effect; nearly all actives have a fitted effect of over 65% in size
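Screening used galactose-induced yeast with toxic alpha-synuclein levels, exposed to compound for 24 hr at 30 deg C. Cell growth, read with BacTiter-Glo luminescence, gave the measured signal.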
EPAC2 antag = qHTS for Antagonist of cAMP-regulated guanine nucleotide exchange factor 2 (EPAC2): primary screen | actives 0.18% (n = 360,000) | EPAC2 GEF exchange of Rap1B-BODIPY-GDP, fluorescence | Potency, µM (highest dose often 114 µM), without a hit: at the highest dose activity, negative = inhibition, most hits filed as inhibitors | Rap guanine nucleotide exchange factor 4 (Homo sapiens), Q8WZA2; further: on the % scale 0 is the no-effect control and ±100 the full control effect; nearly all actives have a fitted effect of over 45% in size; many of its hits are not listed in these tables
PTHR1 ag = qHTS for PTHR1 Agonists: Primary Screen; Potency, µM (top dose mostly 115 µM), for the others: at the top dose activation, hits mostly activators; HEK293 GP2 PTHR1 cells, GloSensor cAMP luminescence, 1 h; actives 0.075% (n = 410,000); AID 743266, 2014; Parathyroid hormone/parathyroid hormone-related peptide receptor (Homo sapiens), Q03431; further: nearly all actives have a fitted effect of over 55% in size; some results filed as inactive show a strong effect at the top dose; inactives centre near -15; many of its hits are not listed in these tables
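HEK-293-derived GP2 cells expressing PTHR1 and a GloSensor cAMP reporter, 3,000/well, plated overnight, given luciferin plus IBMX (each 0.5 mM as added) for 1 h at 37 °C, then compound for 1 h at 37 °C. Luminescence was read after 15 min at room temperature.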
EPAC2 ag = qHTS for Agonist of cAMP-regulated guanine nucleotide exchange factor 4 (EPAC2): primary screen; EPAC2 activation, biochemical qHTS; response scale: 100% = 6.5 mM cAMP response; Potency, µM (doses to about 154 µM), for inactives: at the top dose activation, most hits filed as activators; actives 0.079% (n = 360,000); AID 720711, 2013; further: nearly all actives have a fitted effect of over 50% in size
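Compounds were titrated in qHTS against a Rap1B-BODIPY-GDP (250 nM) complex with EPAC2 (100 nM) and GDP (50 uM). BODIPY-GDP release tracked at 480/540 nm over 30 min at room temperature, normalized to 6.5 mM cAMP.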
EPAC1 ag = qHTS for Agonist of cAMP-regulated guanine nucleotide exchange factor 3 (EPAC1): primary screen. AID 720707, 2013. EPAC1 agonist qHTS, biochemical assay; response scale: 100% = response to 6.5 mM cAMP. actives 0.073% (n = 360,000). Potency, µM (top dose mostly 154 µM), without a hit: at the highest dose activation, most hits filed as activators; further: nearly all actives have a fitted effect of over 60% in size
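EPAC1 100 nM, Rap1B–BODIPY-GDP 250 nM, unlabeled GDP 50 uM; compound titration; 5 min RT; kinetic read ex480/em540 at 5-min intervals ×30 min; data normalized to 6.5 mM cAMP agonist control.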
TDP-43 yeast inh = qHTS of TDP-43 Inhibitors; TDP-43 expressing yeast growth rescue, BacTiter-Glo, 24 h; Potency, µM (doses to about 46.1 µM), inactives show top-dose growth rescue (activation), hits mostly activators; actives 1.8% (n = 410,000); further: % of control where 0% means no effect; nearly all actives have a fitted effect of over 50% in size
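Yeast expressing TDP-43 (pregrown in raffinose, seeded at OD600=0.02 in galactose medium) exposed to compounds 24 hr at 30 deg C. Growth read by BacTiter-Glo luminescence; rescue of toxicity appears as increased signal.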
FUS yeast rescue = qHTS for Suppressors of FUS Proteinopathy: Primary screen using FUS-linked yeast assay; S. cerevisiae FUS-expressing, growth rescue, OD600, 24 h; Potency, µM (highest dose often 76.6 µM), for the others: at the top dose growth rescue (activation), actives largely listed as activators; actives 0.24% (n = 390,000);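 further: plate controls were DMSO vehicle for no effect and reference control for full effect; nearly all actives have a fitted effect of over 55% in size; some results filed as inactive show a strong effect at the top dose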
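S. cerevisiae expressing FUS from galactose induction served as the toxicity model. Growth after 24hr at 30C, read as absorbance at 600 nm, indicates suppression of toxicity; compounds dosed at several concentrations.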
* hit, by the source's call; i = inactive; ? = inconclusive; . = no result given; [ ] = another dose, or the depositor's remark. The call rests on the fitted dose curve; in most records, active means well fitted curve in the direction sought with a large enough effect; inconclusive means small, poorly fitted or top-dose-only effect, or another doubt; inactive means no such curve, though single readings can be large; an effect the other way counts as inactive or inconclusive. Potency means the concentration at half of the fitted maximal effect. A portion of the library. The share of hits here may be higher or lower than overall.

Values run as follows: EPAC1 antagonist, aSyn rescue, EPAC2 antag, PTHR1 ag, EPAC2 ag, EPAC1 ag, TDP-43 yeast inh, FUS yeast rescue
- CN(C)C(=O)CN1C(=O)NC(c2ccccc2)(c2ccccc2)C1=O
    13%, -1%, -14%, i, 1%, -2%, -12%, 1%
- COC(=O)[C@@]1(Sc2ccc(C)cc2)CC(=O)N(c2ccc3c(ccn3C)c2)[C@@H]1c1ccccc1
    -9%, 22%, -13%, i, 0%, -12%, 11%, ?
- O=C(Nc1cccc(S(=O)(=O)N2CCCCCC2)c1)C1CC(=O)N(c2ccc3c(c2)OCCO3)C1 (centres undefined)
    -7%, 1%, 0%, -34%, 4%, -2%, 11%, 14%
- Cc1cccc(C(=O)N2CCN(c3ccc(C(F)(F)F)cn3)CC2)c1C
    -4%, 12%, -3%, -28%, 5%, 0%, 20%, ?
- O=C(/C=C/c1ccccc1O)c1ccc(Cl)cc1
    0%, 2%, 6%, -96%[inhibitor], 5%, -7%, -6%, -6%
- COc1cccc(CNC(=O)C(=O)NCCC2CCCCN2S(=O)(=O)c2ccccc2)c1 (centres undefined)
    7%, -6%, -6%, -19%, 3%, 15%, -15%, 4%
- COc1cccc(CNC(=O)C2CCN(S(=O)(=O)N3CCC4(CC3)OCCO4)CC2)c1
    11%, -3%, -10%, -9%, 20%, 1%, -10%, 10%
- COc1ccc(-c2noc(CN(C)C(=O)c3ccc4c(c3)OCO4)n2)cc1OC
    10%, 2%, -1%, i, 10%, 5%, -9%, 21%
- COCCCNC(=O)CCN1C(=O)COc2ccccc21
    1%, -5%, 3%, i, 11%, 6%, -2%, -13%
- CC(=O)c1cc(-c2ccccc2)[nH]c1N1CCOCC1
    11%, 0%, 6%, -23%, 5%, 7%, -18%, -5%

Later entries.
Values run as follows: EPAC1 antagonist, aSyn rescue, EPAC2 antag, PTHR1 ag, EPAC2 ag, EPAC1 ag, TDP-43 yeast inh, FUS yeast rescue
- CN(C(=O)CCN1C(=O)/C(=C/c2ccccc2F)SC1=S)C1CCS(=O)(=O)C1 (centres undefined)
    -20%, 1%, -3%, -28%, 1%, 1%, 1%, -26%
- CCc1nnc(NS(=O)(=O)c2ccc(NCc3ccccc3O)cc2)s1
    -3%, 0%, 0%, -8%, 4%, 5%, -6%, 0%
- O=C(/C=C/c1ccccc1)NNC(=O)c1ccco1
    6%, 0%, 3%, i, -14%, -8%, -8%, -19%
- COc1ccc2nc3sc(C(=O)N4CCN(C)CC4)cc3cc2c1
    12%, -19%, 17%, i, 6%, 1%, -26%, 10%
- COc1c(C)cccc1C(=O)Nc1ccc(N2CCN(C(=O)c3ccccc3C)CC2)cc1
    0%, 14%, -5%, -28%, 6%, 7%, ?, .
- C=CCOc1cccc(/C=C/c2nc3ccccc3c(=O)[nH]2)c1
    11%, 3%, 0%, -28%, 0%, 7%, 14%, -20%
- COc1cc(NC(=O)CN2C(=O)NC(c3ccccc3)(c3ccccc3)C2=O)cc(OC)c1
    ?, 1%, -7%, -3%, ?, 5%, -17%, 8%
- CCC(C)C(=O)Nc1nc2c(s1)C(=O)CC(C)(C)C2 (centres undefined)
    6%, 0%, -3%, i, 2%, -6%, 5%, -25%
- CSCCC(NC(=O)c1cccc(S(=O)(=O)N2CCOCC2)c1)c1nc2ccccc2[nH]1 (centres undefined)
    -8%, 0%, -3%, 0%, 9%, -10%, 16%, .
- COc1cc2c(cc1C1C(C#N)=C(N)OC3=C1C(=O)CC(C)(C)C3)OCO2 (centres undefined)
    -11%, 5%, 7%, i, 3%, 0%, -3%, -11%

(cont.)
Values run as follows: EPAC1 antagonist, aSyn rescue, EPAC2 antag, PTHR1 ag, EPAC2 ag, EPAC1 ag, TDP-43 yeast inh, FUS yeast rescue
- O=C(Nc1ccc(Cl)cc1)Nc1csc([N+](=O)[O-])c1
    1%, 0%, 2%, -23%, 7%, 0%, -32%[inhibitor], -15%
- CC(C)(C)c1nc(Sc2ncccc2[N+](=O)[O-])n[nH]1
    -5%, 2%, -1%, i, 2%, 2%, -3%, -11%
- COCOc1cccc(CN2CCC(C)(Oc3ccc(SC)cc3)C2)c1 (centres undefined)
    -10%, 0%, -8%, -55%[inhibitor], 11%, 5%, 24%, -17%
- CNc1oc(Cc2ccccc2)nc1S(=O)(=O)c1ccc(Cl)cc1
    -2%, 22%, 5%, i, 14%, 18%, -4%, -9%
- O=S(=O)(N1CCOCC1)n1cnc2ccccc21
    10%, 3%, 9%, i, -3%, 0%, -4%, 21%
- CC1(C)CN(C2CCCCC2)C(=O)[C@H]1CC(=O)Nc1ccc(Br)cc1
    -1%, 0%, -7%, i, 5%, 0%, 21%, 2%
- O=C(CNC(=O)c1cccc(Cl)c1)N/N=C/C=C/c1ccccc1
    -4%, 1%, 11%, i, 3%, -10%, 23%, .
- Cc1cccc(NC(=O)NNS(=O)(=O)c2ccc(F)cc2)c1
    3%, -3%, 0%, -12%, 5%, 3%, -8%, 4%
- O=C(O)c1ccn[nH]1
    -6%, 0%, -3%, -8%, 2%, -6%, 9%, -4%
- CC1CC(C)CN(C(=O)CNS(=O)(=O)c2cccs2)C1 (centres undefined)
    19%, 0%, 2%, i, 13%, 5%, -10%, 20%

A draw from above in order of SMILES length, rising:
Values run as follows: EPAC1 antagonist, aSyn rescue, EPAC2 antag, PTHR1 ag, EPAC2 ag, EPAC1 ag, TDP-43 yeast inh, FUS yeast rescue
- Cc1cccc(NC(=O)NNS(=O)(=O)c2ccc(F)cc2)c1
    3%, -3%, 0%, -12%, 5%, 3%, -8%, 4%
- COCOc1cccc(CN2CCC(C)(Oc3ccc(SC)cc3)C2)c1 (centres undefined)
    -10%, 0%, -8%, -55%[inhibitor], 11%, 5%, 24%, -17%
- O=C(CNC(=O)c1cccc(Cl)c1)N/N=C/C=C/c1ccccc1
    -4%, 1%, 11%, i, 3%, -10%, 23%, .

An excerpt of these results, tab-delimited.
structure	EPAC1 antagonist	aSyn rescue	EPAC2 antag	PTHR1 ag	EPAC2 ag	EPAC1 ag	TDP-43 yeast inh	FUS yeast rescue
O=C(CNC(=O)c1cccc(Cl)c1)N/N=C/C=C/c1ccccc1	-4%	1%	11%	i	3%	-10%	23%	.
Cc1cccc(NC(=O)NNS(=O)(=O)c2ccc(F)cc2)c1	3%	-3%	0%	-12%	5%	3%	-8%	4%

Following part:
Values run as follows: EPAC1 antagonist, aSyn rescue, EPAC2 antag, PTHR1 ag, EPAC2 ag, EPAC1 ag, TDP-43 yeast inh, FUS yeast rescue
- Cn1c(Cn2c(=O)sc3ccccc32)nnc1SCC(=O)N1CCN(c2ccccc2)CC1
    -4%, -5%, 8%, -14%, 10%, 4%, 23%, 15%
- CCCNC(=O)c1cc(C2CCCCN2C(=O)c2ccccc2)on1 (centres undefined)
    -14%, -1%, -10%, -23%, 1%, 5%, -4%, -11%
- Cc1nc(C)c(-c2csc(Nc3ccc(O)c(C(=O)O)c3)n2)s1
    ?, 4%, -11%, -21%, 2%, 13%, 14%, 6%
- CCOc1ccc(N2C(=O)CC(N(Cc3ccco3)C(=O)CCC(=O)O)C2=O)cc1 (centres undefined)
    1%, 1%, 5%, i, 1%, 1%, -8%[0.397 µM], 13%
- N/C(=N\OC(=O)C1CCCCC1)c1ccccn1
    -8%, -6%, -1%, -23%[57.5 µM], 1%, 3%, 11%, 5%
- CN(Cc1nc2ccc(Cl)cc2[nH]1)Cc1nc(-c2cnccn2)no1
    -15%, -2%, 9%, i, 3%, 8%, 10%, -12%
- CN(C)CCN1CCN(C2CN(Cc3ccccc3)S(=O)(=O)C2)CC1 (centres undefined)
    -5%, -7%, 13%, -10%, 1%, -12%, 14%, 7%
- COc1ccc(S(=O)(=O)N[C@@H](Cc2ccc(Cl)cc2)C(=O)N2CC[C@@]3(O)CCCC[C@H]3C2)cc1
    6%, 13%, -11%, i, 2%, -6%, -1%, 27%
- C=CC[C@@H](CC(=O)NCCO)C(=O)NC[C@H](OC(=O)[C@@H](CC=C)Cc1ccc(F)cc1)c1ccccc1
    -1%, 3%, 3%, i, -2%, -7%, -1%, 30%
- c1ccc(Cc2nnc(N3CCOCC3)c3ccccc23)cc1
    4%, 6%, 10%[57.1 µM], i, ?, -1%, 5%, -15%

(cont.)
Values run as follows: EPAC1 antagonist, aSyn rescue, EPAC2 antag, PTHR1 ag, EPAC2 ag, EPAC1 ag, TDP-43 yeast inh, FUS yeast rescue
- CCOc1ncccc1C(=O)OCC(=O)c1cccc(Br)c1
    0%, 2%, 4%, -27%, 9%, 15%, -23%[9.22 µM], 10%
- COc1cccc(NC(=S)N(CCCN2CCOCC2)C(C)c2cc3cccc(OC)c3o2)c1 (centres undefined)
    ?, -5%, -11%, i, 19%, 14%, 10%, 12%
- COc1cc(NC(=O)c2ccco2)c(OC)cc1NC(=O)CSc1ncc(-c2ccc(F)cc2)[nH]1
    11%, 2%, 12%, i, -2%, -4%, -14%, 7%
- CCC(C)(CC(=O)Nc1nccs1)c1ccccc1 (centres undefined)
    -21%, 12%, 2%, -7%, -6%, -2%, ?, 5%
- NNC(=O)Cn1nc(-c2ccccc2)c2ccccc2c1=O
    7%, -2%, 4%, i, -1%, -17%, 13%, 12%
- CC1CC(NS(=O)(=O)c2cc3c4c(c2)CCN4C(=O)CC3)CC(C)(C)C1 (centres undefined)
    9%, 1%, 10%, -20%, -2%, -3%, 2%, 18%

Bioassay records as filed in PubChem BioAssay.
